Screening data deposited in PubChem BioAssay by National Center for Advancing Translational Sciences (NCATS).
LmPK inh: inhibitors of Leishmania mexicana pyruvate kinase | Q27686 | purified LmPK, Kinase-Glo ATP luminescence, 1 h | Potency, µM (titrated, usually from 57.5 µM), for inactives: at the top dose activity change, negative = inhibition, actives largely listed as inhibitors | 0.37% of 290,000 active; also: potency is read from the fitted curve at half-maximal effect; % is scaled to controls: 0 for no effect and ±100 for the full control effect
Target sequence (Q27686 whole entry, looked up): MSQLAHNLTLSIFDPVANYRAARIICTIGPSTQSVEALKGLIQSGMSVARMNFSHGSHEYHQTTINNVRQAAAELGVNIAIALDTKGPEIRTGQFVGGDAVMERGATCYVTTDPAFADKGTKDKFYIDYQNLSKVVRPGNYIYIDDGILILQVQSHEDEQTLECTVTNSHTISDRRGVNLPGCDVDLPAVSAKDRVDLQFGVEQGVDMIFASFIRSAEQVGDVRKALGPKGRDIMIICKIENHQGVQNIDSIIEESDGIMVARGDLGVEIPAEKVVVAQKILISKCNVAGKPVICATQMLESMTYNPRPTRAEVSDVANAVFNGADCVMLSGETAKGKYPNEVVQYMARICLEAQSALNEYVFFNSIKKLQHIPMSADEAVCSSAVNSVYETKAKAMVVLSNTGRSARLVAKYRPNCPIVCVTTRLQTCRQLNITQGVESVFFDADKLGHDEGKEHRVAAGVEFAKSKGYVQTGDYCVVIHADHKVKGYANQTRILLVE
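Pyruvate kinase activity monitored as ATP production (luciferase luminescence). Conditions: 0.1 nM enzyme, 0.5 mM PEP, 0.1 mM ADP, 1 h, RT; normalized against uninhibited and no-enzyme wells.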
Pf growth 96h: P. falciparum growth inhibition at 96 hour, primary screen for plastid delayed-death inhibitors; P. falciparum luciferase reporter growth, 96 h; Potency, µM (series often up to 28.7 µM), without a hit: at the top dose activity change, negative = inhibition, actives largely listed as inhibitors; 6.9% of 320,000 active; AID 504834; also: potency is read from the fitted curve at half-maximal effect; % is scaled to controls: 0 for no effect and ±100 for the full control effect
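Infected RBCs, 2% Hct / 0.05% parasitemia final; luciferase-reporter P. falciparum; cpd 96 h, 37 C, 5% CO2; luciferase detection reagent; luminescence.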
Cycloheximide cs: affects cycloheximide protein synthesis inhibition readout, counter-screen. max response, %. 12% of 300,000 active. AID 2314. cell reporter, cycloheximide protein synthesis inhibition counterscreen; in the data active = max response mostly above about 13%, no sharp cut-off; inactive = mostly below about 14%; also: read at 38.3 µM for the half of the compounds with a filed dose; 0% is about no effect
TbPYK inhibitor: inhibitors of Trypanosoma brucei pyruvate kinase; Q57TT1; TbPYK enzyme, Kinase-Glo Plus ATP luminescence, 45 min; Potency, µM (highest dose often 76.8 µM), without a hit: at the top dose activity, negative = inhibition, usual class: inhibitors; 0.12% of 410,000 active; AID 624173; also: potency is read from the fitted curve at half-maximal effect; % is scaled to controls: 0 for no effect and ±100 for the full control effect; nearly all actives have a fitted effect of over 50% in size
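Luminescence from Kinase-Glo Plus, added after a 45-minute room-temperature reaction, served as the end-point read-out. The enzyme and substrate were preincubated with compound before ADP (130 uM final) initiated turnover. Concentration-effect curves came from normalized qHTS data.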
Shiga inhibitor: inhibitors of Shiga toxin in Vero cells | inhibition, % at 38.7 µM | AID 2315 | 9.2% of 290,000 active | Vero cells, Shiga toxin protein synthesis inhibition reporter; in the data active = inhibition mostly above about 28%, no sharp cut-off; inactive = mostly below about 43%; also: 0% is about no effect
Pf growth 48h: inhibits P. falciparum growth in the first generation, 48 h. P. falciparum luciferase growth in erythrocytes, 48 h. Potency, µM (titrated, usually from 28.7 µM), for the others: top-dose activity change, negative = inhibition, usual class: inhibitors. 5.9% of 310,000 active. AID 504832; also: potency is read from the fitted curve at half-maximal effect; % is scaled to controls: 0 for no effect and ±100 for the full control effect
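Parasite viability was followed by luminescence of a genomically integrated firefly luciferase. Cultures held 0.1% parasitemia at 2% hematocrit (final), incubated under 5% CO2 at 37 C.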
HCV inhibitor: blocks hepatitis C virus | Huh7.5.1 HCVcc-Cre infection, luciferase reporter, 44 h | Potency, µM (titrated, usually from 41.8 µM), for the others: at the top dose activity change, negative = inhibition, actives largely listed as inhibitors | 3.4% of 340,000 active | AID 651820; also: potency is read from the fitted curve at half-maximal effect; % is scaled to controls: 0 for no effect and ±100 for the full control effect
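1,000 cells/well; 4 h culture; + compound; + HCVcc-Cre (~0.5 moi); 44 h; luciferase substrate, RT 15 min; read 15 sec.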
The depositor's hits bear a star; ? = inconclusive; / = not tested or not shown; & = joins results of further samples; [ ] = dose if it differs, or a comment. Unless noted, calls follow the shape of the dose curve; as a rule, active = well fitted curve in the direction sought with a large enough effect; inconclusive = small, poorly fitted or top-dose-only effect, or another doubt; inactive = no such curve, though single readings can be large; an effect the other way counts as inactive or inconclusive. Rows are unselected, and some 24% of all compounds hit somewhere here.

no. | structure | HCV inhibitor | Shiga inhibitor | Cycloheximide cs | TbPYK inhibitor | LmPK inh | Pf growth 96h | Pf growth 48h
1 | O=C(Cn1cccc1C(=O)c1ccccc1)NCCN1CCCCCC1 | ? | 43 | -3 | 6% | -1% | 41%[activator] | -11%
2 | CC(=O)N1N=C(N)SC12CCCC2 | -4% | -6 | 3 | -8% | 0% | 46%[activator] | 2%
3 | CN(C)/C=C(\C=N\OCc1ccc(Cl)cc1Cl)C(=O)Nc1ccc(Cl)c(Cl)c1 | -1% | 34 | 11 | / | 6% | ? | ?
4 | CC1CN(C2=NC(=O)/C(=C/c3ccncc3)S2)CC(C)O1 (configuration not stated) | 13% | 31 | 11 | -3% | 2% | ? | ?
5 | COc1ccc(NC(=O)CN(C)C(=O)CCC(=O)c2ccc(C)cc2)cc1 | 1% | / | / | -13% | / | -2% | ?
6 | CCOC(=O)c1c(N)nn(C(C)=O)c1-c1ccccc1 | 4% | -16 | 1 | 11% | 2% | / | 17%
7 | C[n+]1ccc(/C=C/c2ccccc2O)c2ccccc21 | -18% | -6 | -2 | -6% | -4% | ? | 10µM*
8 | COc1ccc(-n2nc([N+](=O)[O-])c(=NC3CCN(Cc4ccccc4)CC3)n2O)cc1 | ? | 17 | 21 | -1% | 6% | 72%[activator] | 8%
9 | Cc1ccc2nc(N/N=C\c3ccc([N+](=O)[O-])o3)nc(-c3ccccc3)c2c1 | ? | -3 | -3 | 5% | 3% | ? | /
10 | Nc1nc2cc(S(=O)(=O)NC3=NCCCCC3)ccc2s1 | -3% | 10 | -1 | -11% | 5% | ? | ?
11 | O=C(NCCO)/C(=C/c1ccc(Br)cc1)NC(=O)c1cccs1 | 17% | -1 | -2 | -3% | 0% | -1% | 5%
12 | Cc1cc(=O)oc2c(CN(C)Cc3ccccc3)c(O)ccc12 | 14% | -3 | -3 | 1% | 15% | / | ?
13 | Nc1nnc(SCC(=O)Nc2cccc(S(N)(=O)=O)c2)s1 | 17% | -10 | -1 | -22% | -4% | 19% | 8%
14 | O=C1/C(=C/c2ccc3c(c2)OCO3)Oc2cc(OCC(=O)N3CC(O)C[C@H]3C(=O)O)ccc21 (some centres not stated) | 13% | -3 | 1 | -3% | -6% | 14% | 22%
15 | Cc1nc2ccccn2c1C(=O)NN=C1CCCC1 | 1% | -5 | 7 | -1% | 3% | 6% | ?
16 | Cc1nn(-c2ccccc2)c2c1cc1c(=O)n(C)c(=O)nc-1n2-c1ccccc1F | -2% | -17 | 1 | -4% | 7% | -20% | -12%
17 | O=C(/C=C/c1ccc2c(c1)OCO2)Nc1nc(-c2ccc(F)cc2F)cs1 | -15% | -18 | -5 | / | -1% | ? | 1%
18 | COc1ccc(NC(=O)c2c(-c3c(Cl)cccc3Cl)noc2C)cn1 | 20% | -7 | -2 | 2% | 7% | -7% | ?
19 | COc1ccc(S(=O)(=O)N2CCCCC2)cc1NC(=O)c1ccc2ccccc2n1 | ? | -7 | 14 | 5% | 2% | -1% | 0%
20 | COC(=O)c1sc2nc3c(cc2c1N)C(=O)CC(C)(C)C3 | 1% | -12 | -3 | 0% | 0% | 29% | 25%
21 | O=C(NCCN1CCOCC1)c1cc(-c2ccc(Cl)c(Cl)c2)on1 | 4% | -7 | -4 | -5% | 2% | 30%[activator] | 5%
22 | CCn1ncc(CN2CCC(C(=O)Nc3cccc(-c4cccc(F)c4)c3)CC2)c1C | ? | -5 | -2 | -6% | 3% | 78% | ?
23 | S=c1[nH]nc(-c2ccncc2)n1Cc1ccco1 | 15% | -12 | -4 | ? | -16% | 25% | 15%
24 | CCn1c(SCc2ccccc2)nnc1-c1ccc(S(=O)(=O)N2CCCCC2)cc1 | ? | -25 | 8 | ? | 9% | 0% | 10µM*
25 | COC(=O)c1cccc([N+](=O)[O-])c1CS(=O)(=O)c1ccc(C)cc1 | 4% | -10 | 1 | 3% | 2% | ? | 7%
26 | O=C(Nc1ccnn1C1CCN(C2CCC2)CC1)c1ccccc1Cl | 1% | -5 | -3 | -7% | 2% | 94%[activator] | 13%
27 | CC1=CC(C)(C)Nc2ccc(OS(=O)(=O)c3ccc(C)cc3)cc21 | ? | 40* | 31 | 2% | 5% | ? | ?
28 | O=C(NCCc1ccc(Cl)cc1)c1n[nH]c2ccccc12 | -5% | 40* | 16 | 4% | 6% | 34%[activator] | 3%
29 | CC(NC(=O)c1ccc([N+](=O)[O-])cc1[N+](=O)[O-])c1ccc(-c2ccccc2)cc1 (configuration not stated) | -12% | -7 | -2 | 2% | 6% | -11% | -16%
30 | COc1ccc(CCNS(=O)(=O)c2ccc(S(=O)(=O)N3CCCC3)cc2)cc1OC | -23% | -12 | -4 | 2% | 6% | -30% | 8%
31 | COc1ccc(CNCc2cccc(C)c2)cc1 | -9% | / | -2 | -11% | 2% | 7% | 50%[activator]
32 | CCC(c1nnnn1CS(=O)(=O)c1ccc(C)cc1)N1CCC(C(N)=O)CC1 (configuration not stated) | ? | -13 | -2 | 4% | -4% | 26% | ?
33 | Nc1cc(=O)[nH]c(SCCSc2ccccc2)n1 | 2% | -16 | 2 | -5% | 2% | -5% | -4%
34 | CCn1c(SCC(=O)OC2CCCCC2)nnc1-c1ccncc1 | 13% | 27 | -4 | -5% | 0% | ? | 13%
35 | CSc1nnc(SCC(=O)NC(=O)c2ccccc2)s1 | ? | / | / | -9% | / | 30%[activator] | 48%[activator]
36 | O=S(=O)(c1ccccc1)c1cnc(-c2ccccc2)nc1N1CCCC1 | ? | 16 | -2 | -18% | -2% | -16% | 13%
37 | Cc1c(C#N)c(NC(=O)CCl)n(Cc2ccccc2)c1C | ? | -5 | 11 | 1% | 3% | 19µM* | ?
38 | Cc1cc(C(=O)NC(C)CCC(C)C)c2ccccc2n1 (configuration not stated) | 8% | -4 | 4 | -24% | 6% | 55%[activator] | 10%
39 | CCc1c(C)sc(NC(=S)N2CCN(C(=O)C3CCCO3)CC2)c1C(=O)OC (configuration not stated) | / | 4 | 8 | 0% | -10% | -19% | 9%
40 | Cc1ccc(C(=O)CCC(=O)Nc2ccc(C)cn2)cc1 | 31%[activator] | / | / | 0% | / | 3% | 3%

The list goes on, starting with the last 2 of the part before.
no. | structure | HCV inhibitor | Shiga inhibitor | Cycloheximide cs | TbPYK inhibitor | LmPK inh | Pf growth 96h | Pf growth 48h
39 | CCc1c(C)sc(NC(=S)N2CCN(C(=O)C3CCCO3)CC2)c1C(=O)OC (configuration not stated) | / | 4 | 8 | 0% | -10% | -19% | 9%
40 | Cc1ccc(C(=O)CCC(=O)Nc2ccc(C)cn2)cc1 | 31%[activator] | / | / | 0% | / | 3% | 3%
41 | COc1cc(O)c(C(CC(=O)N2CCCC(C)C2)c2ccc(N(C)C)cc2)c(OC)c1 (configuration not stated) | 5% | -7 | -3 | -12% | -1% | ? | ?
42 | CCCCCC(=O)Nc1ccc(C2C(=O)c3ccccc3C2=O)cc1 | 2.5µM* | -3 | -1 | 0% | -9% | ? | 13µM*
43 | COCCN(CC(=O)NCc1ccc(F)cc1)C(=O)CCC(=O)Nc1ccccn1 | 6% | -5 | -5 | 2% | -7% | 5% | 8%
44 | CCCN(CCC)C(=O)C[n+]1cccc(/C=N/O)c1 | -9% | -10 | -5 | 1% | 1% | ? | ?
45 | O=C(NC1CC2CCCC(C1)N2Cc1cccs1)c1ccc([N+](=O)[O-])cc1 (configuration not stated) | / | -5 | -3 | / | -1% | 6% | 9%
46 | Cc1ccc(C)c(NC(=O)c2cccc(Oc3ccc([N+](=O)[O-])cc3Cl)c2)c1 | ? | -20 | 1 | 3% | 2% | 13µM* | -7%
47 | Nc1nc2ccc(Cl)cc2c2nc(-c3ccco3)nn12 | / | 25 | 19 | / | 10% | / | /
48 | COc1cccc2sc(N(CCN(C)C)C(=O)c3ccc4c(c3)CCCC4)nc12 | ? | 28 | -1 | -3% | 1% | ? | 10µM*
49 | C=CCOC(=O)C1=C(C)NC(SCC)=C(C#N)C1c1ccc(Cl)cc1 (configuration not stated) | 10µM* | -19 | -5 | 5% | 4% | 10µM* | ?
50 | CC(Cc1cccs1)NC(=S)Nc1ccccc1 (configuration not stated) | ? | 40* | 18* | 1% | 3% | 11% | -1%
51 | COc1ccc(/C(C)=N/NC(=S)Nc2cc(C)ccc2C)cc1 | ? | -9 | -3 | -9% | 2% | ? | 0%
52 | COc1ccc(-c2cc(=O)oc3c(O)c(O)ccc23)cc1 | -9% | -6 | -3 | -6% | -3% | 0% | 20%
53 | O=C1NC(c2ccncc2)Nc2ccccc21 (configuration not stated) | 34%[activator] | -19 | -11 | -7% | 1% | -22% | 23%
54 | O=C(O)c1ccc2c(c1)C(=O)N(c1nccs1)C2=O | 12% | 20 | -4 | -9% | -14% | 7% | 3.3µM*
55 | COc1cccc(C(=O)COC(=O)C(C)N2C(=O)C3C4C=CC(C4)C3C2=O)c1 (configuration not stated) | 3% | 31 | -3 | -8% | -2% | ? | /
56 | CCN1CCSc2ccc(C(=O)Nc3ccc(NC(C)=O)cc3)cc21 | ? | 59 | 8 | 5% | -3% | 45%[activator] | -23%
57 | CC(C)n1cc(CN2CCC(n3nccc3NC(=O)Cc3ccccc3)CC2)cn1 | -14% | -7 | -3 | 2% | -4% | 62%[activator] | -34%
58 | COc1cccc(C(=O)NN2C(=O)C3C4C=CC(O4)C3C2=O)c1 (configuration not stated) | 20% | 12 | -1 | -10% | -1% | 29% | /
59 | COCCNC(=O)CN1C(=O)CC(C)(C)S(=O)(=O)c2ccccc21 | 11% | -24 | -5 | -1% | 13% | -13% | /
60 | O=C(NCc1ccc2[nH]c3c(c2c1)CCCC3)c1ccc(S(=O)(=O)N2CCCCC2)cc1 | ? | -9 | -2 | 4% | 1% | 10µM* | ?
61 | COc1cccc(N2CN(C3CCCCC3)CNC2=S)c1 | -12% | -7 | 14 | 0% | 2% | 0% | 3%
62 | CSc1ccccc1OCc1cc(C(=O)N(C)C2CCCc3ccccc32)no1 (configuration not stated) | ? | 50* | 35 | 2% | 6% | 20% | ?
63 | Cn1c(Cn2c(=O)sc3ccccc32)nnc1SCC(=O)N1CCCc2ccccc21 | 8% | -2 | 1 | -22% | 1% | ? | ?
64 | CN1C2CCC1CC(OC(=O)CCN1CCCC1)C2 (configuration not stated) | -3% | -6 | -3 | -1% | 0% | 25% | 3%
65 | O=C1NS(=O)(=O)c2ccccc21 | / | / | / | 2% | / | 13% | -6%
66 | COc1ccc(-c2cn3c(C)c(C(=O)Nc4cc(NC(C)=O)ccc4OC)sc3n2)cc1 | 11%&5% | 6 | 1 | -12% | -4% | ? | 77%[activator]
67 | Cc1sc2nc(SCC(=O)c3cccs3)n(Cc3ccco3)c(=O)c2c1C | 2% | -8 | -2 | 1% | 2% | / | ?
68 | CCC1CCCCN1C(=O)COc1ccc(S(=O)(=O)N2CCOCC2)cc1Cl (configuration not stated) | -5% | / | / | -6% | / | ? | ?
69 | COc1nc(-c2cnccn2)sc1C | 9% | 14 | 12 | -2% | 0% | -2% | ?
